Source: PubChem
mIAP block: blocks mouse intestinal alkaline phosphatase; AID 2806; purified mouse IAP, CDP-Star luminescence, 30 min; inhibition, % at 10 µM; 0.2% of 330,000 active;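 active = inhibition of at least 40% at 10 µM in the primary screen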;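 note: plate controls were DMSO with enzyme for no effect and no enzyme wells for full effect; values of inactives mirror those of a sister screen read the other way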
TIM10 inh: TIM10 yeast growth inhibition. S. cerevisiae TIM10 strain growth, BacTiter-Glo luminescence, 24 h. inhibition, % at 10 µM. 1.4% of 330,000 active. AID 463195;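 active = inhibition of 40% or more at the single tested concentration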;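 note: wild-type TIM10 isogenic control strain grown at permissive 25 °C; 0% = DMSO yeast wells and 100% = minimal medium wells without yeast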
mIAP activ: mouse IAP activation; muIAP, CDP-Star luminescence, 30 min; stronger effect = higher value; 1 = vehicle-only enzyme signal, 0 = enzyme-free wells; activation factor at 10 µM; 0.24% of 330,000 active;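 active = activation factor of at least 2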; note: the source names both 10 and 20 µM as test concentration; values of inactives mirror those of a sister screen read the other way
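Assay system: mouse IAP enzyme / Compound: DMSO-dissolved test compounds / Timing: 30 min, room temperature / Measured by: luminescence from enzymatic CDP-Star hydrolysis / Control set: DMSO-only wells, enzyme-free buffer wells as negative control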
MIN6 prolif: induces beta-cell replication in MIN6 cells; MIN6 cells proliferation, ATPlite luminescence, 48 h; cells starved in 0.2% serum; 100% = growth in 10% serum; proliferation, % at 10 µM; 0.29% of 330,000 active;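 active = compounds whose signal lies at least 3.5 SD above the mean of all wells on their plate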;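 note: 0% = DMSO-treated cells in low-serum medium and 100% = 10% serum control; some compounds called inactive have numbers as strong as hits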
NALP3 yeast inh: blocks the NALP3 inflammasome reconstituted in yeast; Yeast reconstituted NLRP3/ASC/caspase-1, beta-gal luminescence, 24 h; inhibition, % at 10 µM; 0.39% of 330,000 active; AID 2825;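 active = inhibition of 50% or more; inactive = inhibition below 50%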;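 note: plate controls were induced DMSO wells for no effect and uninduced yeast grown without galactose for full effect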
tim10-1 inh: growth inhibitors of tim10-1 mutant yeast; S. cerevisiae tim10-1 ts strain growth, BacTiter-Glo, 24 h; inhibition, % at 20 µM; 2.2% of 330,000 active;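 active = inhibition of at least 40%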;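 note: mutant grown at 25 °C; 0% = DMSO wells with yeast and 100% = wells holding no yeast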
APOBEC3A inh: human APOBEC3A DNA deaminase inhibition; recombinant A3A, FAM/TAMRA ssDNA deamination fluorescence; inhibition, % at 20 µM; 0.41% of 330,000 active; AID 493011;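 active = at least 40% inhibition at 20 µM here, with at most 30% in a related deaminase screen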;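 note: plate controls were A3A with DMSO for no effect and wells lacking A3A enzyme for full effect; some results filed as inactive read as strong as hits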
Target sequence (P31941 whole entry, looked up): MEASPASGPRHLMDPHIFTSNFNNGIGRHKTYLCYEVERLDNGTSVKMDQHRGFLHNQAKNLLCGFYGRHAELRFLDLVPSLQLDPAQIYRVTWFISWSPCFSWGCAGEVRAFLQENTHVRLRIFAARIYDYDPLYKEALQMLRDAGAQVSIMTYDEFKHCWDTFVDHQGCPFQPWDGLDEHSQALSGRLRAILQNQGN
APOBEC3G inh: APOBEC3G (human) deaminase inhibition | AID 493012 | inhibition, % at 20 µM | Q9HC16 | recombinant A3G, ssDNA deamination FAM/TAMRA fluorescence | 0.28% of 330,000 active;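 active = inhibition of at least 40% at 20 µM, with no more than 30% in the related APOBEC3A deaminase screen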;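 note: plate controls were DMSO wells with A3G for no effect and wells lacking A3G enzyme for full effect; some compounds called inactive have numbers as strong as hits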
Target sequence (Q9HC16 whole entry, looked up): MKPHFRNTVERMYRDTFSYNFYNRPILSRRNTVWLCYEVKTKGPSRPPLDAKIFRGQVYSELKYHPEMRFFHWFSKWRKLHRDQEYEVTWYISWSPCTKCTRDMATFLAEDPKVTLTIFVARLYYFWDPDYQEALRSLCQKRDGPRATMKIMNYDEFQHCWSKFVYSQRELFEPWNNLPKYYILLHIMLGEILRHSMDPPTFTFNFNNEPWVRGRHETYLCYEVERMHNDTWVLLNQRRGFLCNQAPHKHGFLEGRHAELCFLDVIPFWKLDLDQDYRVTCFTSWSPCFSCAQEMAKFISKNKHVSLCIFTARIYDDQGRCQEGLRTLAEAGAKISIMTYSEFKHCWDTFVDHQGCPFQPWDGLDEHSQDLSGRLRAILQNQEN
hIAP block: blocks human intestinal alkaline phosphatase; purified IAP, CDP-Star luminescence, 30 min; inhibition, % at 10 µM; 0.12% of 330,000 active; AID 2544;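 active = inhibition reaching a set limit with compound at 10 µM in the primary screen, cut at about 35% in these data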;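 note: plate controls were DMSO wells with enzyme for no effect and no-enzyme buffer wells for full effect; values of inactives mirror those of a sister screen read the other way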
Target sequence (P09923 whole entry, looked up): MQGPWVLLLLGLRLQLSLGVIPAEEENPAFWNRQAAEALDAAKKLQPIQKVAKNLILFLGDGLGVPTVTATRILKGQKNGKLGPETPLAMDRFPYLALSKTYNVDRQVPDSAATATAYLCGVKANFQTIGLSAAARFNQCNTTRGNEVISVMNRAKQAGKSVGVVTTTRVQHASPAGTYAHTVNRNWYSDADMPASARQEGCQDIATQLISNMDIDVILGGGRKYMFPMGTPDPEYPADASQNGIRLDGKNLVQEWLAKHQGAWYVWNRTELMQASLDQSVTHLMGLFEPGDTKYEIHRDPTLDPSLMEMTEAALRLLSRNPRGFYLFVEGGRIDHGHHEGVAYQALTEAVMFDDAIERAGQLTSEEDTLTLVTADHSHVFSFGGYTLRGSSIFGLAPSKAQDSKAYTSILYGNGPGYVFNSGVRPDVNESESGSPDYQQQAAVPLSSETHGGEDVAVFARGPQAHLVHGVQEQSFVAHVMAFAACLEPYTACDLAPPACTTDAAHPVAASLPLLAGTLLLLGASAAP
Starred values were filed as active, the others as inactive.

SMILES	mIAP block	TIM10 inh	mIAP activ	MIN6 prolif	NALP3 yeast inh	tim10-1 inh	APOBEC3A inh	APOBEC3G inh	hIAP block
OCCC1CN(Cc2nc3ccccc3[nH]2)CCN1C1CCCC1 (stereo not given)	2	-1	0.98	4	-7	8	0	-13	0
Cc1cc2cc(CNC(=O)c3cc4ccccc4o3)ccc2n1C	8	10	0.92	0	1	20	2	1	6
Cc1ccc(Nc2ncnc3c2cnn3C)c(C)c1	2	10	0.98	-4	22	18	-5	-8	12
O=C(CSc1nnc(CNC(=O)c2ccco2)o1)Nc1nc2ccccc2s1	18	4	0.82	-3	12	14	-4	-9	-18
Cc1ccc(C(=O)CCNc2ccccc2)o1	-4	-2	1	-4	16	12	-3	-4	-4
CS(=O)(=O)Nc1ccc(C(=O)Nc2ccccc2Sc2ccccc2)cc1	4	19	0.96	-1	-6	26	2	-8	3
Cc1ccc(NC(=O)CC2COc3ccccc3O2)cc1 (stereo not given)	-6	20	1.1	-1	27	21	-1	-2	7
Cc1ccc(OCC(=O)Nc2ccc([N+](=O)[O-])cn2)cc1C	-6	-12	1.1	-2	23	0	2	-3	-6
CCOc1ccc(CN2CCN(Cc3ccc(C)o3)CC2CCO)cc1 (stereo not given)	8	4	0.92	2	9	6	-4	-7	6
CCN(CC)c1ccc(N=Cc2ccc(N(CC)CC)cc2O)cc1	12	5	0.88	-4	29	15	-1	-3	16
CC(C(=O)NCC1CCCCC1)N(C)Cc1ccc(Br)cc1 (stereo not given)	-1	10	1	1	14	8	-1	-15	11
COc1ccc(C(=O)OCC(=O)c2ccc(F)cc2)cc1OC	-1	5	1	-2	14	-2	1	2	6
Cc1c(C(=O)N2CCC[C@H]2C(N)=O)oc2c(F)cccc12	-2	-3	1	1	13	7	-4	-4	-4
CCOc1ccc(S(=O)(=O)NCc2ccc(OC)cc2)c2cccnc12	6	3	0.94	-1	-21	12	-4	-12	5
COc1cc(SC)ccc1C(=O)NCC1CCCCC1	1	10	0.99	-3	23	-27	-1	-7	12
c1ccc2sc(NC3=NCN(Cc4ccc5c(c4)OCO5)CN3)nc2c1	-11	38	1.1	-2	32	38	3	1	-24
CCC(C)NC(=O)C1CCCN(C(=O)Nc2ccc(F)cc2)C1 (stereo not given)	-4	-12	1	-2	9	-5	1	2	5
COc1ccc(S(=O)(=O)Nc2ccccc2C(N)=O)cc1OC	1	4	0.99	-3	1	-3	-1	-5	9
N#Cc1ccccc1S(=O)(=O)N1CCN(CC(=O)Nc2ccnn2C2CCCC2)CC1	0	-3	1	1	30	9	-1	-12	-10
C/C(=N\NC(=O)C1COc2ccccc2O1)c1ccc(N2CCOCC2)cc1 (stereo not given)	7	30	0.93	1	-5	2	-1	-3	-15
CCc1ccc(OCCCC(=O)Nc2cccc(C(=O)O)c2)cc1	5	2	0.95	-4	22	-4	5	0	-7
CCc1nc(C)cn1S(=O)(=O)c1cc(C)c(OC)cc1C	-6	11	1.1	-3	11	11	-1	-11	-3
CCC(=O)Nc1ccc(C(=O)N/N=C/c2c(C)[nH]c3ccccc23)cc1	-5	-3	1.1	-2	-18	13	0	-7	-8
CC(=O)NN1C(=O)c2ccccc2NC1c1ccccc1F (stereo not given)	-9	-2	1.1	-2	5	-5	2	-1	-21
COc1ccc(/C=C/C(=O)N/C(=C\c2ccco2)C(=O)NCCc2nc3ccccc3[nH]2)cc1	18	3	0.82	0	2	22	-2	-4	-10
COc1ccc(C(=O)N2CCCC(CCC(=O)N3CCN(c4ccccn4)CC3)C2)cc1 (stereo not given)	-6	5	1.1	-2	10	14	-2	-5	6
O=C(CN1C(=O)COc2ccc(S(=O)(=O)N3CCCC3)cc21)NC1CC1	-1	-17	1	2	11	8	7	7	-7
O=C(CS(=O)(=O)c1ccc(Cl)c(Cl)c1)Nc1ccccc1Cl	-6	-22	1.1	-2	18	18	-1	-7	6
C(=N\n1cnnc1)/c1cccc2ccccc12	-2	11	1	-1	14	11	2	-1	-23
C=CCNc1nc2ccccc2nc1NS(=O)(=O)c1cccc(C)c1	-11	-11	1.1	0	9	21	-5	-6	-15
c1ccc(Cc2noc(CN3CCN(C4CCc5ccccc5C4)CC3)n2)cc1 (stereo not given)	0	19	1	-2	25	14	8	2	10
O=C(CCl)N1CCN(C(=O)C2COc3ccccc3O2)CC1 (stereo not given)	-2	4	1	-7	1	19	-1	-7	1
CCOC(=O)c1ccc(NC(=S)NCc2cccnc2)cc1	-40	-10	1.4	1	11	-9	-4	-5	-34
O=C(NCc1ccc(Cl)cc1)C(=O)N/N=C/c1ccc(Br)cc1	-2	-7	1	-3	18	-11	-2	-5	-5
Cc1cccc(C)c1N1CCN(S(=O)(=O)N2CCCCC2)CC1	2	16	0.98	2	30	29	4	-3	-5
COc1ccc(C(=O)N/N=C(\C)CC(=O)Nc2ccc(Cl)cn2)cc1	-1	-3	1	1	3	6	-1	0	-18
OCc1cn(-c2ccccc2)nc1-c1ccc2c(c1)OCCO2	-2	2	1	2	23	22	-2	-2	-7
Cc1ccc(-n2cnc3sc(C)c(C)c3c2=O)cc1	2	-4	0.97	2	49	-3	3	0	-6
C#CC(CC)(CC)NC(=O)NC1CCCCC1	-2	9	1	-3	14	7	1	3	-4
CCN(CC)S(=O)(=O)c1ccc(Cl)c(C(=O)NCc2ccccc2Cl)c1	-6	7	1.1	-2	14	9	3	0	5

Reformatted in markdown: 4 of the compounds above
| molecule | mIAP block | TIM10 inh | mIAP activ | MIN6 prolif | NALP3 yeast inh | tim10-1 inh | APOBEC3A inh | APOBEC3G inh | hIAP block |
| --- | --- | --- | --- | --- | --- | --- | --- | --- | --- |
| c1ccc(Cc2noc(CN3CCN(C4CCc5ccccc5C4)CC3)n2)cc1 (stereo not given) | 0 | 19 | 1 | -2 | 25 | 14 | 8 | 2 | 10 |
| O=C(CCl)N1CCN(C(=O)C2COc3ccccc3O2)CC1 (stereo not given) | -2 | 4 | 1 | -7 | 1 | 19 | -1 | -7 | 1 |
| CCOC(=O)c1ccc(NC(=S)NCc2cccnc2)cc1 | -40 | -10 | 1.4 | 1 | 11 | -9 | -4 | -5 | -34 |
| O=C(NCc1ccc(Cl)cc1)C(=O)N/N=C/c1ccc(Br)cc1 | -2 | -7 | 1 | -3 | 18 | -11 | -2 | -5 | -5 |

More results.
SMILES	mIAP block	TIM10 inh	mIAP activ	MIN6 prolif	NALP3 yeast inh	tim10-1 inh	APOBEC3A inh	APOBEC3G inh	hIAP block
CC(C)N(Cc1ccccc1)C(=O)CN1C(=O)c2ccccc2C1=O	-1	5	1	1	21	12	-1	-1	7
COc1cc(NC(=O)CN2CCN(S(=O)(=O)/C=C/c3ccccc3)CC2)cc(OC)c1OC	5	-6	0.95	-2	7	4	1	-4	-7
Cc1cccc2c1cnn2C(=O)Nc1ccccc1Br	-4	6	1	-3	11	-9	-3	-7	7
O=C(CN1CCCC1)N1CCCC(c2ccc(F)cc2)c2ccc(F)cc21 (stereo not given)	-1	-7	1	2	20	17	-5	-3	4
O=C(NCCNc1ccnc2cc(Cl)ccc12)c1ccccc1F	-3	-2	1	-2	9	5	-6	-6	24
O=S(=O)(Nc1ccc(C(F)(F)F)cc1)c1cccs1	-9	-7	1.1	-1	10	22	-1	-6	-8
COc1ccc(NC(=O)c2cn(CCC#N)nc2-c2cc3ccccc3o2)cc1	-4	22	1	2	9	20	1	-6	-5
c1ccc(CNc2nc3ccccc3n3cnnc23)nc1	15	-4	0.85	2	15	2	0	6	0
Cc1ccc(S[C@@H](CCN2CC[C@H](C(C)(C)C)CCC2=O)c2ccccc2)cc1	-5	1	1	-8	-10	24	-2	-10	4
Cc1ccc(-c2csc(N(CCO)CCCn3c(C(F)(F)F)nc4ccccc43)n2)cc1	11	-11	0.89	-8	9	44*	3	6	14
O=C1CCc2cc(S(=O)(=O)N3CCCC3C(=O)N3CCN(c4ccccc4F)CC3)ccc2N1 (stereo not given)	0	6	1	-3	24	0	2	3	0
O=C(CNC(=O)c1ccccc1Br)N/N=C\c1cc([N+](=O)[O-])cc(Br)c1O	24	2	0.76	-2	51*	15	3	5	-33
CC(C)(C)c1ccc(OCC(=O)Nc2ccncc2)c(Br)c1	-15	21	1.2	-5	38	23	0	12	10
O=C(Cn1cccc1)NC1CCCCCC1	2	-12	0.98	-1	-1	8	-1	-6	0
CN(C1CCCCC1)S(=O)(=O)c1cccc(C(=O)Nc2ccccn2)c1	-4	-23	1	2	19	10	2	-4	11
CCOC(=O)C(NCc1ccc2c(c1)OCO2)(NC(=O)c1ccccc1)C(F)(F)F (stereo not given)	-3	16	1	-2	26	21	1	2	-12
CC1(C)CCCC2=C1CC1C(=O)N(Cc3cccnc3)C(=O)C1C2 (stereo not given)	4	25	0.96	-3	5	28	3	3	6
Cc1cccc(C(=O)N(C)c2nnc(-c3ccncc3)s2)c1	-7	20	1.1	2	18	9	-7	-7	-1
COc1ccc(N/C=C2\C(=O)c3c(sc(C)c3C)N(C)S2(=O)=O)cc1	-11	3	1.1	-2	7	-2	-2	-7	14
CCc1nnc(SCC(=O)Nc2ccccc2Cl)nc1CC	-4	23	1	2	21	15	9	-5	-16
Cc1cccc(NC(=O)c2ccccc2NC(=O)c2ccccc2)n1	-10	-11	1.1	6	10	30	2	9	1
COc1cccc(/C=N/Nc2ncnc3scc(-c4ccccc4)c23)c1O	-7	54*	1.1	-5	0	11	-5	-8	-92
O=C(COC(=O)c1cccc(O)c1)NC(=O)Cc1ccccc1	2	1	0.97	1	12	3	-5	-4	-10
O=C(CC1NC(=O)NC1=O)Nc1ccc(Cl)cc1 (stereo not given)	-2	-7	1	-3	16	-9	-3	-2	-9
CCCCn1c(N)c(N(CCC(C)C)C(=O)C2CC(=O)N(c3ccccc3OCC)C2)c(=O)[nH]c1=O (stereo not given)	6	13	0.94	-4	8	-3	-2	-8	-21
Nc1ccc(S(=O)(=O)C(F)(F)F)cc1N	10	-7	0.9	-2	14	17	-2	-5	-8
CCOC(=O)N1CCN(C(=O)C(=O)c2cn(CC(=O)N3CCCCCC3)c3ccccc23)CC1	1	-2	0.99	-7	1	-6	-3	-15	-31
CC(=O)N1CCOc2ccc(S(=O)(=O)N3CCC(C(=O)Nc4cc(C)cc(C)c4)CC3)cc21	-47	-4	1.5	0	16	5	-2	-7	-79
O=C(CCC(=O)N1CCCC(Nc2ccccc2)C1)c1ccc(F)cc1 (stereo not given)	4	-30	0.96	1	13	21	-10	-7	-11
CC(CNC(=O)c1cccc(Br)c1)n1cncn1 (stereo not given)	-12	-5	1.1	-4	16	-13	-5	-7	14
CCCN1CCC(=O)N([C@H](CSc2ccc(OC)cc2)c2ccccc2)CC1	5	9	0.95	-7	17	20	-5	-12	9
CC(=O)c1sc(N/N=C/c2cccc(O)c2)nc1C	3	1	0.97	1	18	8	-6	-11	24
CCN(CC)c1ccc(NC(=O)CCS(=O)(=O)c2cccc3nsnc23)c(C)c1	-9	-3	1.1	-4	1	21	0	-1	17
CCN1C(=O)[C@@H]2[C@@H](c3ccc(-c4ccc5c(c4)OCO5)c(OC)c3)N3CCCC[C@@]3(C(=O)OC)[C@@H]2C1=O	2	2	0.98	-6	8	14	-2	-8	17
Cc1ccc(-c2csc3nc(SCC(N)=O)n(Cc4ccccc4)c(=O)c23)cc1	6	19	0.94	-7	20	31	5	-6	5
CC(C)[C@H](NS(=O)(=O)c1ccc(Cl)cc1)C(=O)OCC(=O)c1c(N)n(C)c(=O)n(C)c1=O	-3	-2	1	0	23	4	-1	-2	5
CCOc1ccc2nc(NC(=O)CSc3nc(SC)ns3)sc2c1	9	3	0.91	1	-5	-1	-1	-1	-4
Cc1ccc(/C=C2\SC(=S)N(CCC(=O)Nc3cccnc3)C2=O)cc1	-8	2	1.1	1	6	-16	-2	-4	20
